Assay outcomes (PubChem BioAssay)
AT treatment: qHTS Assay for Identifying a Potential Treatment of Ataxia-Telangiectasia | Potency, µM (highest dose often 57.5 µM), without a hit: at the highest dose activation, actives largely listed as activators | 0.19% of 320,000 active | […] A-T fibroblasts, KAP-1 phosphorylation AlphaLISA; neocarzinostatin DNA damage 30 min before lysis; further: potency means the concentration at half of the fitted maximal effect; % of control where 0% means no effect; nearly all actives have a fitted effect of over 45% in size
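ATM-like activity read as KAP-1 phosphorylation via AlphaLISA donor/acceptor antibody pairs after lysis and 6 hr at 25C. Cells were ATM-null patient fibroblasts ([…], hTERT), dosed 60 min, then exposed to the DSB inducer NCS for 30 min.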
KCNH2 3.1 block: qHTS for Inhibitors of KCHN2 3.1: Mutant qHTS; U2OS KCNH2 3.1, thallium flux FluxOr; stronger effect = lower value; 0.95% of 340,000 active; activity change, % (tested at about 1.8 µM); AID 720553, 2013; Potassium voltage-gated channel subfamily H member 2, brain isoform KCNH2 3.1 (human);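 active means maximum activity change below -70%; inconclusive means maximum activity change from -70% to -50%; inactive means maximum activity change above -50%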;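 further: thallium influx rate constant from kinetic fluorescence after stimulation buffer; on the % scale 0 is the no-effect control and ±100 the full control effect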
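We transduce U2OS cells with the mutant 3.1 virus, culture them overnight, load FluxOr with Red40 quencher for 45 min, then add stimulation buffer and read kinetically for 2 min to derive a normalized rate constant.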
ELG1 DNA repair: qHTS screen for small molecules that inhibit ELG1-dependent DNA repair in human embryonic kidney (HEK293T) cells expressing luciferase-tagged ELG1; 2.3% of 330,000 active; HEK293T ELG1-luciferase reporter, luminescence, 16 h; DNA damage induced by 5-fluorouridine; Potency, µM (highest dose often 46.1 µM), inactives show at the highest dose activity change, negative = inhibition, most hits filed as inhibitors; further: potency means the concentration at half of the fitted maximal effect; on the % scale 0 is the no-effect control and ±100 the full control effect; nearly all actives have a fitted effect of over 55% in size
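Overnight (16 hr) co-exposure of 2,000 cells/well to 5-fluorouridine and compound at 37 °C preceded detection. Luciferase was quantified via ONE-Glo luminescence; loss of signal denotes inhibition.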
TRPV1 agonist: HTS Assay for Compounds that Act as Agonists of the Vanilloid Receptor 1. 0.19% of 320,000 active. TRPV1-expressing cells, Fluo-8 calcium influx, agonist mode. activation, % at 8.33 µM. AID 540275, 2011; in the data active means activation above about 80%; inconclusive means between about 30% and that limit; further: 0% is about no effect
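Cells expressing TRPV1 were dye-loaded with Fluo-8 and read kinetically: 10 s baseline, 3 min after compound (agonist portion), then 2 min after EC20 capsaicin (allosteric enhancer portion). Calcium-bound dye fluorescence at 480/520 nm.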
hERG WT inh: qHTS for Inhibitors of KCHN2 3.1: Wildtype qHTS; 0.37% of 340,000 active; AID 720551, 2013; activity change, % at 1.84 µM; Voltage-gated inwardly rectifying potassium channel KCNH2 (Homo sapiens), Q12809; U2OS, BacMam KCNH2, thallium flux FluxOr; stronger effect = lower value;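 active means maximum activity change below -70%; inconclusive means maximum activity change between -70% and -50%; inactive means maximum activity change above -50%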; further: on the % scale 0 is the no-effect control and ±100 the full control effect
Target sequence (Q12809 whole entry, looked up): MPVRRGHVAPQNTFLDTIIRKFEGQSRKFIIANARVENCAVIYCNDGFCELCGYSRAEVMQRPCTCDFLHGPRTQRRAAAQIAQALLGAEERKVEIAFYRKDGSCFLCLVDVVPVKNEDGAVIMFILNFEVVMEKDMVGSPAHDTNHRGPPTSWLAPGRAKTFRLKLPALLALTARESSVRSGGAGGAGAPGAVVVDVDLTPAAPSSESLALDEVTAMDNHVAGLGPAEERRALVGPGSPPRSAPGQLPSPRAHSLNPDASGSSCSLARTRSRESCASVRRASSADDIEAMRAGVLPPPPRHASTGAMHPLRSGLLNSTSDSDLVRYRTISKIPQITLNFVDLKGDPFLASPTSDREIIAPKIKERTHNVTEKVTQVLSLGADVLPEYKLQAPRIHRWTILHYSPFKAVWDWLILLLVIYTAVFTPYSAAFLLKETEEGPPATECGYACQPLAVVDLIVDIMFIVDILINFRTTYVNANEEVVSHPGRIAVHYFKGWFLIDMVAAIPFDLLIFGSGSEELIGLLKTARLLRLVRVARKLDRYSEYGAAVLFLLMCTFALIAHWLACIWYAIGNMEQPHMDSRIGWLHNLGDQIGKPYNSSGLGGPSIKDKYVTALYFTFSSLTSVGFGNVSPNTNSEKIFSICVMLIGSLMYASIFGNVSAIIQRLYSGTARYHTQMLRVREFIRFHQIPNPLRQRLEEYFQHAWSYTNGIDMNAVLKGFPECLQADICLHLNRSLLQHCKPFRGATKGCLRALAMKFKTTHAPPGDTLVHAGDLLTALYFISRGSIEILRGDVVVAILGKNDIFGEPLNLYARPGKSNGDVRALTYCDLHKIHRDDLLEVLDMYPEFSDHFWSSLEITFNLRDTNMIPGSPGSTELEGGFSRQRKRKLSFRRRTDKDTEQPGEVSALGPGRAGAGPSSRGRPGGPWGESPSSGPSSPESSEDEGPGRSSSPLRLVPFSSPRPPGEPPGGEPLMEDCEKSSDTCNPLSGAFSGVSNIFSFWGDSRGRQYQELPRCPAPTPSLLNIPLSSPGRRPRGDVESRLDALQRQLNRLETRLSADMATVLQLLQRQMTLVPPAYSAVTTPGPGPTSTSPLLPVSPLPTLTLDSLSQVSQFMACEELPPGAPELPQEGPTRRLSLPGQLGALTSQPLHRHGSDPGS
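U2OS cells were transduced with wild-type KCNH2 virus (2.03 x 10^8 / mL) for 4 h at room temperature, then cultured overnight at 37 C. Thallium flux was read with FluxOr dye. Rate constants were normalized to DMSO controls.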
TSHR antagonist: Antagonists of the Thyroid Stimulating Hormone Receptor: HTS campaign; Thyrotropin receptor (Homo sapiens), P16473; TSHR-expressing cells, TSH-stimulated cAMP HTRF, 2 h; stronger effect = lower value; activity change, negative = inhibition, % at 11.5 µM; 0.2% of 330,000 active; AID 504810, 2011;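 active means activity change below a set negative limit, meaning inhibition stronger than a set level, cut at about -70% in these data; inconclusive means activity change between two set negative limits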; further: on the % scale 0 is the no-effect control and ±100 the full control effect
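Cell-based HTRF cAMP assay; TSHR cells + compound, TSH EC80 (4nM final), 2 h, 37 deg C. Lysis with anti-cAMP cryptate and cAMP-d2, 30 min RT, read 665/620 nm.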
USP2a block: qHTS Assay for Inhibitors of Ubiquitin-specific Protease USP2a Using CHOP2 as the Reporter. USP2 core, Ub-CHOP2 coupled fluorogenic reporter, 485/531. Ubiquitin carboxyl-terminal hydrolase 2 (Homo sapiens), O75604. Potency, µM (top dose mostly 38.3 µM), for inactives: at the highest dose activity change, negative = inhibition, most hits filed as inhibitors. AID 463254, 2010. 0.01% of 330,000 active;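 further: potency means the concentration at half of the fitted maximal effect; plate controls were DMSO wells for no effect and full inhibition by NEM control for full effect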
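Cell-free coupled assay: 10nM USP2 core preincubated 30min RT with compound in Tris-HCl pH 8.0/CaCl2/CHAPS buffer, then 25nM Ub-CHOP2 and 25nM reporter substrate; fluorescence (Ex 485/Em 531) read after 60min RT, normalized to NEM inhibition, concentration-response curves fitted.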
TCR act: Activators of T cell receptors: qHTS campaign; primary human leukocytes, anti-CD3, IL-2 HTRF, 48 h; Potency, µM (top dose mostly 9.22 µM), for the others: top-dose activation of IL-2 secretion, hits mostly activators; 330,000 tested, under 10 active; further: % of control where 0% means no effect
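Primary human leukocytes receive a-CD3 beads and test compound and are incubated 48 hr. Secreted IL-2 is then assayed by HTRF, measuring 665nm acceptor emission after 320nm excitation of the europium donor.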
Eya2 phos inh: qHTS Assay for Inhibitors of the Phosphatase Activity of Eya2. Protein phosphatase EYA2 (Homo sapiens), O00167. recombinant Eya2, OMFP fluorescence dephosphorylation (OMFP is methylfluorescein phosphate). Potency, µM (titrated, usually from 76.9 µM), without a hit: at the top dose activity, negative = inhibition, actives largely listed as inhibitors. 0.006% of 330,000 active. AID 488837, 2010; further: potency means the concentration at half of the fitted maximal effect; on the % scale 0 is the no-effect control and ±100 the full control effect
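Eya2 (0.2 uM) preincubated 10 min at ambient with compound, then OMFP substrate added at 50 uM; 10 min reaction in 50 mM HEPES pH 7.5, 50 mM NaCl, 5 uM MgCl2, 0.05% BSA, 1 mM DTT. Fluorescence read at Ex 485/Em 525 nm.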
Mito fusion act: qHTS Assay for Small Molecule Inhibitors of Mitochondrial Division or Activators of Mitochondrial Fusion | Potency, µM (highest dose often 46.1 µM), for inactives: at the highest dose growth rescue (activation), actives largely listed as activators | S. cerevisiae fusion-defective mutant growth rescue, CellTiterGlo 48 h | AID 485298, 2010 | 0.23% of 320,000 active;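 further: potency means the concentration at half of the fitted maximal effect; % of control where 0% means no effect; nearly all actives have a fitted effect of over 45% in size; temperature-sensitive fusion mutants such as fzo1-1 at 37 °C on non-fermentable ethanol glycerol medium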
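Read-out: ATP-based luminescence (CellTiterGlo, 10 min ambient) reporting growth of fusion-defective ts yeast after 48 hours at 37C on glycerol/ethanol YPEG medium in the presence of compound.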
* marks the source's active call; other numbers are inactive results; i = inactive; u = inconclusive; x = not tested or not shown; [ ] = another dose, or the depositor's remark. Unless noted, the call rests on the fitted dose curve; in most records, active means well fitted curve in the direction sought with a large enough effect; inconclusive means small, poorly fitted or top-dose-only effect, or another doubt; inactive means no such curve, though single readings can be large; an effect the other way counts as inactive or inconclusive.

SMILES	AT treatment	KCNH2 3.1 block	ELG1 DNA repair	TRPV1 agonist	hERG WT inh	TSHR antagonist	USP2a block	TCR act	Eya2 phos inh	Mito fusion act
C=CCN1C(=O)/C(=C/c2ccc(OC(C)=O)c(OCC)c2[N+](=O)[O-])SC1=S	-1.8%	x	u	3.1	-0.6	-92.4*	-13.9%	-2.8%	-15.5%	-23.1%
CCOc1ccc(S(=O)(=O)NCc2ccc(OC)cc2)c2cccnc12	7.5%	19.5	0.9%	-1.5	-7.2	3.0	1.9%	1.1%	-3.5%	0.1%
CCOc1ccc(NC(=O)CC2Nc3ccccc3NC2=O)cc1 (configuration not stated)	-5.6%	12.8	14.7%	-2.3	-3.3	-4.1	2.0%	-2.1%	-7.2%	-3.5%
COc1ccc(C(C#N)N2N=C(c3ccccc3)CC2c2ccccc2)cc1OC (configuration not stated)	6.2%	15.7	u	u	-13.3	5.5	9.1%	-1.8%[46.1 µM]	1.3%	8.9%
Cc1ccnc(NC(=O)CCNC(=O)c2ccc(Cl)cc2)c1	15.5%	-9.1	1.8%	3.0	1.9	7.2	2.8%	-2.0%	3.9%	5.0%
COc1cccc(-c2cc(C(F)(F)F)n3nc(C(=O)Nc4c(C)n(C)n(-c5ccccc5)c4=O)cc3n2)c1	-1.7%	4.7	-17.0%	0.1	8.6	-0.6	1.3%	-1.2%	8.1%	2.7%
NC(=O)c1nsc(C(=O)N(c2cccc(F)c2)C(C(=O)NC2CCCC2)c2ccc(O)cc2)c1N (configuration not stated)	1.1%	-14.6	10.7%	-0.2	0.5	-7.0	-0.9%	-14.2%	2.0%	-0.9%
Cc1cc(C)cc(NC(=O)N2CCN(Cc3ccc4c(c3)OCO4)CC2)c1	-3.4%	-28.9	-7.4%	u	2.1	14.2	-0.9%	-8.8%	u	-0.6%
CN1CCN(S(=O)(=O)c2cc([N+](=O)[O-])ccc2N2CCCCCC2)CC1	0.0%	-6.5	9.2%	u	5.2	-10.3	3.7%	4.7%	12.6%	-2.4%
COc1ccc(NC(=O)Cn2c(C(C)C)nc(C)cc2=O)cc1Cl	1.8%	19.1	0.7%	0.9	10.0	11.9	-1.7%	3.0%	4.4%	6.9%
O=C(CSc1nc2ccccc2s1)Nn1cnnc1	3.4%	1.2	u	0.3	16.2	5.7	1.7%	-2.2%	2.6%	-5.2%
COc1ccc([C@H]2CC(=O)C=C(c3cc(Cl)cc(Cl)c3)C2)cc1	14.9%	1.1	0.1%	0.7	0.1	-10.4	-1.2%	3.9%	-1.6%	u
COc1cc(C2=NOC(C(=O)Nc3c(C)n(C)n(-c4ccccc4)c3=O)C2)cc(OC)c1OC (configuration not stated)	7.6%	1.8	-10.0%	-0.5	-4.2	7.0	-5.0%	-5.1%	-25.0%	0.8%
COc1ccc(C(C(=O)NC2CCCCC2)N(C(=O)Cc2c[nH]c3ccccc23)c2ccccc2C)cc1OC (configuration not stated)	-5.4%	-13.4	-24.6%	-2.6	-16.3	-31.2	0.6%	-6.1%[46.1 µM]	-9.6%	6.8%
CCC1CCCCN1Cc1nc2ccccc2c(=O)n1CC(C)=O (configuration not stated)	4.4%	-3.5	14.8%	-0.9	0.9	13.8	-1.2%	-2.0%	-23.0%	9.3%
Oc1ccccc1-c1nc2c3ccccc3c3ccccc3c2[nH]1	u	35.0	0.0%	17.4	-10.0	-17.2	-12.9%	-10.7%	u	u
Nc1ccn(CC(=O)NCCCc2ccccc2)c(=O)n1	-2.8%	-4.3	9.0%	-2.6	5.8	-4.1	0.1%	-3.9%	1.4%	-11.9%
COc1ccccc1NC(=O)CN(c1ccccc1OC)S(=O)(=O)c1ccccc1	1.3%	-21.6	-19.8%	u	-5.1	-3.7	-2.2%	1.6%	5.2%	-5.3%
Cc1ccc(S(=O)(=O)NCc2ccc(C(=O)NCCCN3CCC(Cc4ccccc4)CC3)cc2)cc1	0.9%	-81.4*	u	9.4	5.6	-4.1	1.4%	5.0%	-24.7%	-6.1%
CCOC(=O)Cc1csc(NC(=O)CCc2ccc(S(=O)(=O)N3CCOCC3)cc2)n1	1.0%	-12.5	11.6µM*	0.6	13.8	-17.1	1.7%	-2.0%	-5.1%	-1.1%
Cc1cccc(NC(=O)c2cc(NC(=O)CCCC(=O)O)ccc2Cl)n1	-0.5%	-9.2	12.2%	0.9	-23.0	-2.8	1.7%	4.4%	13.6%	-1.4%
Cc1nn(-c2cccc(C(=O)O)c2)c(C)c1Oc1ccccc1O	-2.2%	-7.3	0.5%	-2.3	-14.6	-6.4	0.4%	1.4%	33.9%	-5.0%
CCCCCCCCC(=O)NNC(=O)c1c(O)c2ccccc2n(CCC)c1=O	0.4%	0.6	11.6%	1.4	0.3	-8.1	-2.3%	9.9%	0.4%	0.3%
O=C(NC(=Nc1nc2ccccc2o1)NC(=O)c1ccccc1)c1ccccc1	-0.6%	-17.3	u	3.2	i	0.6	2.7%	1.0%[46.1 µM]	-0.9%	-3.0%
Cc1ccc(-c2nc3ccccc3c(=O)n2NC(=O)COc2ccccc2)cc1	-1.8%	-4.2	-9.0%	7.0	-4.0	4.4	-1.3%	4.2%[46.1 µM]	-0.6%	-1.3%
Cc1ccc2[nH]c(=O)c(COC(=O)c3cccs3)cc2c1	0.1%	3.5	u	-2.9	-21.5	-3.7	0.9%	-0.5%[46.1 µM]	3.4%	-3.6%
Cc1cccc(OCc2n[nH]c(=S)n2-c2ccccc2)c1	2.0%	25.0	-2.3%	-0.2	2.4	-3.4	2.3%	-8.0%	-2.5%	2.7%
Cc1nnc(SCC(=O)Nc2c(Cl)cccc2Cl)[nH]c1=O	5.7%	-22.1	25.0%	-3.3	-5.4	0.0	1.6%	1.9%	22.6%	-1.1%
CC(=O)c1ccc(OC(C)C(=O)Nc2cccc(S(=O)(=O)NCc3ccco3)c2)cc1 (configuration not stated)	7.7%	-2.5	u	x	-2.0	x	0.7%	-7.8%	-32.7%	x
CCOC(=O)C1=C(N)OC2=C(C(=O)CCC2)C1c1ccc(C)s1 (configuration not stated)	-4.0%	7.7	u	19.7	-28.3	3.4	1.1%	-2.6%	4.4%	-1.5%

Arranged by value in TSHR antagonist (largest number first): some entries from above.
canonical_smiles	TRPV1 agonist	TSHR antagonist	TCR act	Eya2 phos inh	Mito fusion act
Cc1ccc(-c2nc3ccccc3c(=O)n2NC(=O)COc2ccccc2)cc1	7.0	4.4	4.2%[46.1 µM]	-0.6%	-1.3%
Cc1nnc(SCC(=O)Nc2c(Cl)cccc2Cl)[nH]c1=O	-3.3	0.0	1.9%	22.6%	-1.1%
Cc1cccc(OCc2n[nH]c(=S)n2-c2ccccc2)c1	-0.2	-3.4	-8.0%	-2.5%	2.7%

Additional records
SMILES	AT treatment	KCNH2 3.1 block	ELG1 DNA repair	TRPV1 agonist	hERG WT inh	TSHR antagonist	USP2a block	TCR act	Eya2 phos inh	Mito fusion act
COC(=O)[C@@]1(Cc2ccccc2)[C@H]2c3cc(C(=O)N4CCCC4)n(Cc4ccsc4Br)c3C[C@H]2CN1C(=O)c1ccccc1	-1.1%	x	1.8%	4.3	x	-1.7	-2.1%	x	2.6%	14.0%
Cc1ccc(-n2nnnc2SCC(=O)N2c3ccccc3NC(=O)C2(C)C)cc1	-4.2%	10.8	u	3.1	-8.3	-11.2	0.0%	-3.1%	17.9%	-2.7%
O=C1N[C@@H](c2ccccc2)COC(=O)[C@H](Cc2ccc(F)cc2)CC/C=C/C[C@@H]1CC(=O)N(CCO)Cc1ccccc1	-22.4%	-24.7	u	x	-5.2	-3.4	3.9%	-7.0%	-1.9%	x
CCN(CC)CCNC(=O)c1cn(C)c2ccc(S(=O)(=O)N(C)C3CCCCC3)cc2c1=O	5.8%	4.7	1.1%	0.5	12.6	-8.1	1.4%	-0.1%	-14.0%	-0.9%
CCCC(C)C(=O)Nc1ccc(S(=O)(=O)Nc2nccc(C)n2)cc1 (configuration not stated)	-7.0%	6.6	12.6%	-0.6	-10.1	7.0	3.7%	-2.3%	4.2%	-0.4%

The list is partial; the hit share may differ from the screen's.
